Assay outcomes: PubChem, several laboratories
HSF1 activator: HSF-1 activators, primary screen, NIH3T3-HGL cells, MG132 stress, luminescence, single point. NIH3T3-HGL HSF-1 luciferase reporter, 8 h; 100% = twice DMSO control signal. activation, % at 9 µM. hit rate 1.7% among 300,000. AID 504408, 2011;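 active = mean replicate activation of at least 50% with a set share of replicates each reaching 50%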;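 also: 0% = median of the neutral control wells and 100% = twice that signal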
HSP90 refold inh: HSP90 inhibitors, primary screen, cell lysate, luminescence; Rabbit reticulocyte lysate, luciferase refolding luminescence, 3 h; Heat shock protein HSP 90 (rabbit reticulocyte lysate; luciferase refolding); inhibition, % at 5.6 µM; hit rate 0.91% among 290,000; AID 1789, 2009;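 active = inhibition above the screen-wide mean plus 3 SD, computed separately per campaign, cut at about 16% in these data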;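 also: 0% = DMSO wells and 100% = 60 µM geldanamycin wells; inhibitors lower the luminescence because luciferase stays unfolded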
GSK3 alpha inh: blockers of GSK3A enzyme activity – biochemical, luminescence, cell-free homogeneous, HTS, primary screen | Glycogen synthase kinase-3 alpha (Homo sapiens), P49840 | GSK-3 alpha kinase, ADP-Glo luminescence, 60 min | hit rate 0.1% among 320,000 | inhibition, % at 10 µM | AID 2650, 2010;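 in the data active = inhibition above about 50%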;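 also: GST-tagged GSK-3 alpha with peptide substrate and 25 µM ATP; 0% = DMSO neutral wells and 100% = GW8510 positive control wells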
Target sequence (P49840 whole entry, looked up): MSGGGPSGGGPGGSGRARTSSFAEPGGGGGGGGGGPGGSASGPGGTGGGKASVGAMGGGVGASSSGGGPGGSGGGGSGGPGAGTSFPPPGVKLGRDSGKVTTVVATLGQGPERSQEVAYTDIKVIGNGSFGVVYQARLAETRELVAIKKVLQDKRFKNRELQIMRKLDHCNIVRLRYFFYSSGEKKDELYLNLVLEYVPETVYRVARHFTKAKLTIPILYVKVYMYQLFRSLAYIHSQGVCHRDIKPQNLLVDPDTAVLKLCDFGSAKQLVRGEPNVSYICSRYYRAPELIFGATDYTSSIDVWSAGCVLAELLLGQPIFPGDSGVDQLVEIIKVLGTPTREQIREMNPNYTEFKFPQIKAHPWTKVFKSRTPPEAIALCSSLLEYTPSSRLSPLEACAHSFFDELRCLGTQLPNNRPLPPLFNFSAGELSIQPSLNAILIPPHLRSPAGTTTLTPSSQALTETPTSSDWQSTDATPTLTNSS
KLF5 inhibitor: KLF5 expression inhibitors, primary screen, DLD-1 cells, luminescence. AID 1700, 2009. DLD-1 KLF5 promoter-luciferase reporter. inhibition, % at 5 µM. hit rate 0.23% among 290,000;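 active = inhibition above a per-plate limit of that plate's mean compound inhibition plus 3 SD, cut at about 60% in these data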;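 also: 0% = DMSO wells and 100% = LY294002 at 200 µM; higher means less KLF5 promoter-driven luciferase light; inactives centre near -14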
HIF activator: HIF pathway transcriptional activators, primary screen, cell-based, U2OS HRE-luciferase, luminescence | U2OS HRE-luciferase reporter; normalized: DMSO 0%, desferrioxamine 100% | hit rate 0.32% among 300,000 | activation, % at 7.5 µM (by protocol);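 active = mean activation of at least 10% of the iron chelator positive control signal, with at least half of replicates also reaching 10%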
IEC-6 cytotox: cytotoxicity in IEC-6 intestinal epithelial cells, primary screen, cytotoxicity control for KLF5 inhibitor project, cell-based, luminescence | IEC-6 cytotoxicity, luminescence viability | inhibition, % at 5 µM | hit rate 0.78% among 290,000 | AID 1825, 2009; in the data active = inhibition above about 22%;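 also: 0% = plate median of test compound wells and 100% = cytotoxic reference compound wells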
AI-2 QS modul: Vibrio harveyi AI-2 quorum sensing modulators, primary screen, JMH597 strain, luminescence/OD600 ratio; Vibrio harveyi JMH597 AI-2 luminescence/OD600 ratio, 9 h; stronger effect = lower value; strain lacks LuxN and CqsS sensors; 0 = neutral-control median; activity change, % at 7.5 µM; hit rate 0.4% among 300,000; in the data active = activity change below about -75%, passing the limit was not always enough;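 also: luminescence divided by OD600 gain over 9 h not by final OD600 alone; inactives centre near 13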
GSK3beta inhib: human GSK3beta kinase inhibitors, primary screen, biochemical, cell-free homogeneous, HTS; hit rate 0.038% among 300,000; activity score (negative = inhibition), % at 10 µM; GST-GSK3beta kinase, ADP-Glo luminescence, 60 min; stronger effect = lower value; Glycogen synthase kinase-3 beta (Homo sapiens), P49841;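 active = more than half of replicate wells score below -50%, meaning over 50% inhibition versus plate controls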;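 also: 0% = median DMSO wells and -100% = median GW8510 positive control wells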
Target sequence (P49841 whole entry, looked up): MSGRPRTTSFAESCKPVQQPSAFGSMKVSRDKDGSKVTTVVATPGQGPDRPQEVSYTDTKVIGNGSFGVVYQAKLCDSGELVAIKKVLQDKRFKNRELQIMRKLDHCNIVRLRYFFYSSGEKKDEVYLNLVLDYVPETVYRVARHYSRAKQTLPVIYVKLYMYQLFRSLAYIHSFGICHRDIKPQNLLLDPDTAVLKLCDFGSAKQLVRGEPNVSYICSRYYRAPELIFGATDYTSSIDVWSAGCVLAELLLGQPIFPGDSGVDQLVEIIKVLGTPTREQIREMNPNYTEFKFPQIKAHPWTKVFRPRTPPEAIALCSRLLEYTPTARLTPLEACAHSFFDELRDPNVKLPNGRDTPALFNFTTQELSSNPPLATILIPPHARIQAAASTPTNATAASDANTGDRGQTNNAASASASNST
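Test system – GST-tagged human GSK3beta kinase, cell-free · Incubation – 60 min enzyme reaction, room temperature · Signal – ADP-Glo luminescence · Also added – peptide substrate and ATP at 25 µM · Controls – DMSO neutral wells and GW8510 at 20 µM as positive · Buffer or medium – Tris/MgCl2 kinase buffer · Measure – Luminescence-derived activity versus plate DMSO and GW8510 wells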
HSF1 inh: HSF1 inhibitors in luciferase reporter cells, primary screen, cell-based, NIH3T3, luminescence; hit rate 0.77% among 300,000; activity change, negative = inhibition, % at 7.5 µM (by protocol); AID 2098, 2009; NIH3T3-HGL HSE-luciferase, MG132-induced, luminescence 8 h; stronger effect = lower value;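 active = more than half of replicate wells show activity change below -50%, luminescence cut by over half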;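 also: luciferase reports HSF-1 transcriptional activity via heat shock element; 0% = median of DMSO wells and -100% = zero luminescence signal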
aSyn UTR inh: MLPCN primary screen, SNCA 5' untranslated region; alpha-synuclein 5'UTR reporter, inhibitor activity; inhibition, % (tested at 7.5 µM); hit rate 0.82% among 300,000; AID 1813, 2009; in the data active = inhibition above about 60%;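 also: H4 neuroglioblastoma cells stably carrying SNCA 5'UTR luciferase fusion; 0% = DMSO wells and 100% = positive control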
* = called active by the depositor.

For CCC(=O)OC1(C)C(=O)C=C2C=C(c3ccc(C#N)cc3)OC=C2C1=O (stereo not drawn) the results were HSF1 activator 1, GSK3 alpha inh 1, HIF activator -3.7, AI-2 QS modul 38, GSK3beta inhib 0, HSF1 inh -1 and aSyn UTR inh 17.
Screening O=C(NCCCN1CCOCC1)C(=O)N/N=C/c1ccccc1Cl returned HSF1 activator -15, HSP90 refold inh -3, GSK3 alpha inh 1, KLF5 inhibitor -43, HIF activator -0.7, IEC-6 cytotox -5, AI-2 QS modul 5, GSK3beta inhib 0, HSF1 inh -6 and aSyn UTR inh -6.
`CCn1c2ccc(C)cc2c2nnc(SCCN3CCOCC3)nc21` gave HSF1 activator -14, HSP90 refold inh -1, GSK3 alpha inh -2, KLF5 inhibitor -4, HIF activator 0.3, IEC-6 cytotox 2, AI-2 QS modul 8, GSK3beta inhib 3, HSF1 inh -3 and aSyn UTR inh 13.
Screening Cc1ccc(CNC(=O)C2CCN(C(=O)c3cccc(Cl)c3)CC2)cc1 returned HSF1 activator -8, HSP90 refold inh 0, GSK3 alpha inh -1, KLF5 inhibitor -8, HIF activator -0.2, IEC-6 cytotox -5, AI-2 QS modul 31, GSK3beta inhib -1, HSF1 inh -10 and aSyn UTR inh 18.
Screening Cc1ccc(-c2noc(CCC(=O)N3CCN(c4cccc(C(F)(F)F)c4)CC3)n2)cc1 returned HSF1 activator -4, HSP90 refold inh 1, GSK3 alpha inh 2, KLF5 inhibitor -20, HIF activator -0.5, IEC-6 cytotox -2, AI-2 QS modul 27, GSK3beta inhib 5, HSF1 inh 1 and aSyn UTR inh 30.
`C=CCn1cnc2scc(-c3ccc(C)cc3)c2c1=O` gave HSF1 activator 1, HSP90 refold inh 0, GSK3 alpha inh 3, KLF5 inhibitor -4, HIF activator -0.7, IEC-6 cytotox 5, AI-2 QS modul -1, GSK3beta inhib -3, HSF1 inh -13 and aSyn UTR inh 40.
`CC(C)C[C@H](NC(=O)c1[nH]cnc1C(=O)N[C@@H](Cc1ccccc1)C(=O)OCc1ccccc1)C(=O)OC(C)(C)C` gave HSF1 activator -9, HSP90 refold inh 2, GSK3 alpha inh -2, KLF5 inhibitor -2, HIF activator -2.9, IEC-6 cytotox 6, AI-2 QS modul 9, GSK3beta inhib 2, HSF1 inh -9 and aSyn UTR inh 7.
For O=C1C(c2ccccc2)SC(=Nc2ccccc2)N1S(=O)(=O)c1ccccc1 (stereo not drawn) the results were HSF1 activator 19, HSP90 refold inh 2, GSK3 alpha inh -3, KLF5 inhibitor -23, HIF activator 0.1, IEC-6 cytotox 6, AI-2 QS modul 15, GSK3beta inhib 2, HSF1 inh -3 and aSyn UTR inh -2.
CCOc1ccc(C(=O)OCC(=O)NC(C)C)cc1 was read as HSF1 activator -6, HSP90 refold inh -5, GSK3 alpha inh -3, KLF5 inhibitor -21, HIF activator 0.2, IEC-6 cytotox -10, AI-2 QS modul 22, GSK3beta inhib 0, HSF1 inh -12 and aSyn UTR inh 10.
Screening O=C(Cc1c[nH]c2ccccc12)NCc1ccccc1F returned HSF1 activator -17, HSP90 refold inh -3, GSK3 alpha inh 1, KLF5 inhibitor -4, HIF activator 0.8, IEC-6 cytotox -1, AI-2 QS modul 13, GSK3beta inhib 1, HSF1 inh -5 and aSyn UTR inh -31.
`CC(C)c1nnc2n1N=C(c1ccc(Cl)cc1)CS2` gave HSF1 activator -14, HSP90 refold inh -3, GSK3 alpha inh 1, KLF5 inhibitor -30, HIF activator -0.5, IEC-6 cytotox 1, AI-2 QS modul 15, GSK3beta inhib 1, HSF1 inh 2 and aSyn UTR inh 42.
For Cc1ccc(C(=O)Nc2cccc(C(F)(F)F)c2)cc1Nc1ccccn1 the results were HSF1 activator -29, GSK3 alpha inh 0, HIF activator 0.1, AI-2 QS modul 10, GSK3beta inhib 2, HSF1 inh -14 and aSyn UTR inh 33.
`COCCOC(=O)C1=C(C)Nc2ncnn2C1c1ccccc1` (stereo not drawn) gave HSF1 activator 6, HSP90 refold inh 1, GSK3 alpha inh 10, KLF5 inhibitor 5, HIF activator -0.2, IEC-6 cytotox -2, AI-2 QS modul 14, GSK3beta inhib -4, HSF1 inh 2 and aSyn UTR inh -7.
`Cc1ccc(Nc2nc(N)nc(CSc3nccn3C)n2)cc1` gave HSF1 activator 45, HSP90 refold inh 6, GSK3 alpha inh 1, KLF5 inhibitor -105, HIF activator -37, IEC-6 cytotox -8, AI-2 QS modul 12, GSK3beta inhib 2, HSF1 inh 19 and aSyn UTR inh -45.
Screening Cc1ccc(OCC(=O)Nc2ccc(S(=O)(=O)N3CCCCC3)cc2)c([N+](=O)[O-])n1 returned HSF1 activator 6, HSP90 refold inh 0, GSK3 alpha inh -3, KLF5 inhibitor -12, HIF activator -0.7, IEC-6 cytotox 4, AI-2 QS modul 20, GSK3beta inhib 1, HSF1 inh -5 and aSyn UTR inh 16.

A portion from further up, for reference:
Screening O=C(Cc1c[nH]c2ccccc12)NCc1ccccc1F returned HSF1 activator -17, HSP90 refold inh -3, GSK3 alpha inh 1, KLF5 inhibitor -4, HIF activator 0.8, IEC-6 cytotox -1, AI-2 QS modul 13, GSK3beta inhib 1, HSF1 inh -5 and aSyn UTR inh -31.
`CC(C)c1nnc2n1N=C(c1ccc(Cl)cc1)CS2` gave HSF1 activator -14, HSP90 refold inh -3, GSK3 alpha inh 1, KLF5 inhibitor -30, HIF activator -0.5, IEC-6 cytotox 1, AI-2 QS modul 15, GSK3beta inhib 1, HSF1 inh 2 and aSyn UTR inh 42.

New compounds follow
`Cc1ccc(Cl)cc1NC(=O)Nc1c(C)n(C)n(-c2ccccc2)c1=O` gave HSF1 activator 1, HSP90 refold inh 2, GSK3 alpha inh 0, KLF5 inhibitor -10, HIF activator -1.1, IEC-6 cytotox 3, AI-2 QS modul 22, GSK3beta inhib 3, HSF1 inh -7 and aSyn UTR inh 4.
Screening NC(=O)NCc1ccc(Cl)cc1 returned HSF1 activator 28, HSP90 refold inh 3, GSK3 alpha inh 0, KLF5 inhibitor 8, HIF activator -0.2, IEC-6 cytotox 0, AI-2 QS modul 8, GSK3beta inhib -1, HSF1 inh 4 and aSyn UTR inh -5.
`CC(=O)c1cnc2c(-c3ccccc3)c(C)nn2c1C` gave HSF1 activator -12, HSP90 refold inh -5, GSK3 alpha inh -1, KLF5 inhibitor -11, HIF activator -13, IEC-6 cytotox -3, AI-2 QS modul 6, GSK3beta inhib 0, HSF1 inh -3 and aSyn UTR inh 10.
For O=C1CC(N2CCCCCC2)C(=O)N1c1ccc(F)cc1 (stereo not drawn) the results were HSF1 activator -37, HSP90 refold inh 1, GSK3 alpha inh -3, KLF5 inhibitor -5, HIF activator 0.1, IEC-6 cytotox -1, AI-2 QS modul 48, GSK3beta inhib 1, HSF1 inh -27 and aSyn UTR inh -4.
`OC(CNc1nc2ccccc2s1)c1ccccc1` (stereo not drawn) gave HSF1 activator 16, HSP90 refold inh 2, GSK3 alpha inh 1, KLF5 inhibitor -8, HIF activator 0.7, IEC-6 cytotox -5, AI-2 QS modul 5, GSK3beta inhib 3, HSF1 inh 25 and aSyn UTR inh -49.
`NC(=O)COC(=O)c1oc2ccccc2c1CSc1ccc(Cl)cc1` gave HSF1 activator 16, HSP90 refold inh 4, GSK3 alpha inh -4, KLF5 inhibitor 31, HIF activator -0.4, IEC-6 cytotox -4, AI-2 QS modul 10, GSK3beta inhib 0, HSF1 inh 12 and aSyn UTR inh 23.
For COc1ccc2oc(=O)c(/C(C)=N/NC(=O)c3ccncc3)cc2c1 the results were HSP90 refold inh 1, GSK3 alpha inh 6, KLF5 inhibitor -44 and IEC-6 cytotox 3.
For c1ccc(-c2ccc3sccc3n2)cc1 the results were HSF1 activator 16, GSK3 alpha inh -2, HIF activator 4.8, AI-2 QS modul 8, GSK3beta inhib -9, HSF1 inh 22 and aSyn UTR inh -173.
Screening Cc1ccc2nc(NCc3ccccc3)c(C=NCc3cccnc3)c(=O)n2c1 returned HSF1 activator 5, HSP90 refold inh 5, GSK3 alpha inh 0, KLF5 inhibitor 4, HIF activator 0.8, IEC-6 cytotox 5, AI-2 QS modul -5, GSK3beta inhib -1, HSF1 inh -1 and aSyn UTR inh -46.
`COc1ccc(C(=O)NC(=O)COC(=O)c2ccc3ncsc3c2)cc1` gave HSF1 activator -8, HSP90 refold inh 7, GSK3 alpha inh 0, KLF5 inhibitor -51, HIF activator 0.2, IEC-6 cytotox 2, AI-2 QS modul 18, GSK3beta inhib -1, HSF1 inh -17 and aSyn UTR inh -82.
Screening COc1ccc(S(=O)(=O)NCC2CCC(C(=O)NCCC(C)C)CC2)cc1 (stereo not drawn) returned HSF1 activator -24, HSP90 refold inh -1, GSK3 alpha inh -2, KLF5 inhibitor -22, HIF activator 0.4, IEC-6 cytotox 6, AI-2 QS modul 10, GSK3beta inhib -8, HSF1 inh -7 and aSyn UTR inh -2.
O=C(Cn1c(NCCO)nc2ccccc21)c1cccs1 was read as HSF1 activator -16, HSP90 refold inh -3, GSK3 alpha inh -1, KLF5 inhibitor -19, HIF activator 0.2, IEC-6 cytotox -2, AI-2 QS modul 5, GSK3beta inhib -1, HSF1 inh -8 and aSyn UTR inh 15.
For CCC1CN(C(=O)NCc2ccccc2)c2cc(Cl)ccc2O1 (stereo not drawn) the results were HSF1 activator 8, HSP90 refold inh 3, GSK3 alpha inh 0, KLF5 inhibitor -21, HIF activator 0.4, IEC-6 cytotox -4, AI-2 QS modul 19, GSK3beta inhib -1, HSF1 inh 5 and aSyn UTR inh -8.
Screening COC(=O)c1ccc(COC(=O)Cc2n[nH]c(=O)c3ccccc23)cc1 returned HSF1 activator -18, HSP90 refold inh 0, GSK3 alpha inh 0, KLF5 inhibitor -14, HIF activator 0.8, IEC-6 cytotox -5, AI-2 QS modul 6, GSK3beta inhib -4, HSF1 inh 14 and aSyn UTR inh -24.
For CC1CCCC(NC(=O)COC(=O)c2ccc3ccccc3n2)C1C (stereo not drawn) the results were HSF1 activator -1, HSP90 refold inh 3, GSK3 alpha inh -1, KLF5 inhibitor -16, HIF activator 0.0, IEC-6 cytotox 5, AI-2 QS modul 16, GSK3beta inhib 3, HSF1 inh -2 and aSyn UTR inh -30.
